Mot1-301 SUMO = inhibitors of SUMOylation pathway: yeast Mot1-301 growth rescue. S. cerevisiae Mot1-301 growth rescue, ATP luminescence, 38.5C; percent above DMSO median, 100 means doubled. growth rescue, % at 18.8 µM. actives 1% (n = 320,000);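 active = every valid replicate shows activation above 250% relative to neutral control wells; inactive = the rest, any valid replicate at or below 250%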;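 also: OY570 slx delta 5 strain wells were the positive control but not used for scaling; some compounds called inactive have numbers as strong as hits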
phage Ecoli inh = E. coli growth loss with phage present; growth absorbance; inhibition, % at 11.9 µM; actives 0.26% (n = 360,000); AID 651602; in the data active = inhibition above about 11%
Tat transport = E. coli Tat transport inhibition; E. coli MC4100 TorA-mCherry Tat export, fluorescence; inhibition, % at 10 µM; actives 0.036% (n = 340,000); AID 488895;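 active = mean replicate inhibition at least 50% and at least half of replicates individually reaching 50%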;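 also: exported cargo escapes ClpAP degradation while cytoplasmic cargo is degraded and loses fluorescence; 0% = median of neutral control wells and 100% = median of NaSCN control wells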
Starred values were filed as active, the others as inactive; nt = not tested or not shown.

Mot1-301 SUMO | Tat transport | phage Ecoli inh | Molecule
225 | nt | nt | Cc1cc2c(n1-c1ccc(C(=O)O)cc1)CCCCC2
130 | nt | nt | COc1ccc(/C=C2\SC(=Nc3ccccc3)NC2=O)cc1
-8 | -4 | nt | COc1ccc(C(C)N2CC34C=CC(O3)C(C(=O)OCC(C)C)C4C2=O)cc1 (stereo unspecified)
nt | nt | 2.0 | COc1ccccc1Cn1c(C)c(C(=O)NCCC#N)sc1=O
nt | nt | 3.5 | CN1CCN([C@@H]2CS(=O)(=O)N[C@H]2COCc2ccccc2)CC1
nt | nt | -0.2 | CC(C)c1cc(Cn2c3ccccc3c(=O)n2C(C)Cn2cc(CCc3ccccc3)nn2)on1 (stereo unspecified)
nt | nt | 0.7 | COc1ccc(-c2cnc3c(NC(C)=O)cc(-c4ccccc4CN(C)C)cn23)cc1OC
nt | nt | 1.3 | CCCNC(=O)N[C@H]1C=C[C@H](CC(=O)OC)O[C@@H]1CO
nt | nt | 1.9 | N#CCCC1(CCC#N)c2ccccc2C(=O)c2ccccc21
nt | nt | 1.9 | OC(c1ccccc1)c1nc(-c2ccc(Cl)cc2)cs1 (stereo unspecified)
nt | nt | 4.3 | Clc1cccc(Cc2c(C3CCCCC3)nc3ccc(Cl)cn23)c1
nt | nt | 0.2 | CN(C(=O)CSc1ncnc2c(-c3cccs3)nsc12)C1CCCCC1
nt | nt | 0.9 | O=c1cc(CN2CCN(c3ccccc3F)CC2)c2ccccc2o1
nt | nt | 2.4 | O=C(Nc1ccccc1C(=O)NCC1CC1)c1cccs1
nt | nt | 1.6 | NC(=Nc1c([N+](=O)[O-])cnc2ccccc12)N1CCOCC1
nt | nt | 1.7 | O=C(/C=C/[C@H]1O[C@@H](n2cnc3c(NC(=O)c4ccccc4)ncnc32)[C@H](O)[C@@H]1O)NCC1CCCO1 (stereo partly specified)
nt | nt | 0.7 | CC1(C(=O)NS(=O)(=O)C2CC2)CCN(C(=O)COCc2ccccc2)C1 (stereo unspecified)
nt | nt | 2.6 | Nc1ccc2ccc(N)cc2c1
nt | nt | 3.5 | COc1cccc(C(O)c2nc(-c3cnn(C)c3)cs2)c1 (stereo unspecified)
nt | nt | 0.5 | COCCNC(=O)C1(C)CCN(C(=O)C2(c3ccc(Cl)cc3)CCCC2)C1 (stereo unspecified)
nt | nt | 0.2 | O=C1Nc2ccccc2N=C(c2ccc3c(c2)OCO3)C1N(C(=O)c1ccc2ccccc2c1)C1CC1 (stereo unspecified)
nt | nt | 3.6 | COC(=O)[C@]12C[C@H](CC(=O)NCc3ccc(C)o3)C(=O)N(Cc3ccccc3)C1=C[C@H](C(C)C)O[C@@H]2C1CC1
nt | nt | 0.7 | COc1ccc(-c2csc(C(C)(NC(C)=O)c3ccccc3)n2)cn1 (stereo unspecified)
nt | nt | 0.3 | COc1ccc(C(C(=O)Nc2ccc3c(c2)OCCO3)n2c(=O)c(-c3ccco3)nc3ccccc32)cc1 (stereo unspecified)

Part of the list above, as comma-separated lines:
canonical_smiles,Mot1-301 SUMO,Tat transport,phage Ecoli inh
N#CCCC1(CCC#N)c2ccccc2C(=O)c2ccccc21,nt,nt,1.9
OC(c1ccccc1)c1nc(-c2ccc(Cl)cc2)cs1 (stereo unspecified),nt,nt,1.9
Clc1cccc(Cc2c(C3CCCCC3)nc3ccc(Cl)cn23)c1,nt,nt,4.3
CN(C(=O)CSc1ncnc2c(-c3cccs3)nsc12)C1CCCCC1,nt,nt,0.2
O=c1cc(CN2CCN(c3ccccc3F)CC2)c2ccccc2o1,nt,nt,0.9
O=C(Nc1ccccc1C(=O)NCC1CC1)c1cccs1,nt,nt,2.4
NC(=Nc1c([N+](=O)[O-])cnc2ccccc12)N1CCOCC1,nt,nt,1.6
O=C(/C=C/[C@H]1O[C@@H](n2cnc3c(NC(=O)c4ccccc4)ncnc32)[C@H](O)[C@@H]1O)NCC1CCCO1 (stereo partly specified),nt,nt,1.7
CC1(C(=O)NS(=O)(=O)C2CC2)CCN(C(=O)COCc2ccccc2)C1 (stereo unspecified),nt,nt,0.7
Nc1ccc2ccc(N)cc2c1,nt,nt,2.6
COc1cccc(C(O)c2nc(-c3cnn(C)c3)cs2)c1 (stereo unspecified),nt,nt,3.5
COCCNC(=O)C1(C)CCN(C(=O)C2(c3ccc(Cl)cc3)CCCC2)C1 (stereo unspecified),nt,nt,0.5
O=C1Nc2ccccc2N=C(c2ccc3c(c2)OCO3)C1N(C(=O)c1ccc2ccccc2c1)C1CC1 (stereo unspecified),nt,nt,0.2
COC(=O)[C@]12C[C@H](CC(=O)NCc3ccc(C)o3)C(=O)N(Cc3ccccc3)C1=C[C@H](C(C)C)O[C@@H]2C1CC1,nt,nt,3.6
COc1ccc(-c2csc(C(C)(NC(C)=O)c3ccccc3)n2)cn1 (stereo unspecified),nt,nt,0.7
COc1ccc(C(C(=O)Nc2ccc3c(c2)OCCO3)n2c(=O)c(-c3ccco3)nc3ccccc32)cc1 (stereo unspecified),nt,nt,0.3

Other entries.
Mot1-301 SUMO | Tat transport | phage Ecoli inh | Molecule
nt | nt | 1.9 | CCc1nc2ccc(C(=O)N3CCCC(C(N)=O)C3)cn2c1N(C=O)CC (stereo unspecified)
nt | nt | 3.4 | Clc1cccc(CNc2ccn3nc(-c4cccc(Cl)c4)cc3n2)c1
nt | nt | 1.8 | CCOC(=O)C1=CCC(c2ccccc2)N(S(=O)(=O)c2ccccc2C)C1 (stereo unspecified)
nt | nt | 2.5 | COCOc1cccc(CN2CCC(C)(Oc3ccc(C(C)=O)cc3)C2)c1 (stereo unspecified)
nt | nt | 1.5 | CCc1c(Cc2cccc(F)c2)ncn1CCc1ccccc1OC
nt | nt | 3.7 | OC(c1ccc(F)c(F)c1)c1nc(-c2ccc3c(c2)OCO3)cs1 (stereo unspecified)
nt | nt | 4.4 | NC(Cc1ccc(C(F)(F)F)cc1)c1csc(Nc2ccc(S(N)(=O)=O)cc2)n1 (stereo unspecified)
nt | nt | 1.9 | CC(=O)Nc1cnc(-c2ccc3c(c2)OCO3)cn1
nt | nt | 1.3 | COc1cc(CCN(C(=O)c2cccc(S(C)(=O)=O)c2)C(CCc2ccccc2)c2nc3ccccc3[nH]2)cc(OC)c1 (stereo unspecified)
nt | nt | 0.9 | COc1ccc(NC(=S)N2CCC3CC2c2cc(-c4ccc5c(c4)OCO5)ccc23)c(OC)c1 (stereo unspecified)
nt | nt | 1.9 | Cc1cccc(C)c1NC(=O)C1(C)CN(S(C)(=O)=O)CC(=O)N1CCOc1ccccc1 (stereo unspecified)
nt | nt | 2.9 | COCCN1C(=O)CN(S(C)(=O)=O)CC1(C)C(=O)Nc1c(C)cccc1C (stereo unspecified)
nt | nt | 1.9 | CCOc1cccc(-c2cc(N3CCN(CCO)CC3)n3nccc3n2)c1
nt | nt | 1.2 | CCOC1=C2[C@H](c3ccc(CC)cc3)N(S(=O)(=O)c3ccc(C)cc3)C[C@H]2n2c(=O)n(-c3ccccc3)c(=O)n2C1
nt | nt | -0.2 | CC(C)C(=O)N1CCC1(C)C(=O)NCc1ccc(C(C)(C)C)cc1 (stereo unspecified)
nt | nt | -0.8 | CCCCCCCCN1C(=O)[C@@H](CC(=O)N2CCN(C(=O)C3CC3)CC2)C[C@@]2(C(=O)OC)C1=C[C@H](C1CCCC1)O[C@@H]2C
nt | nt | 1.0 | C=CC(=O)Nc1cccc(Oc2nc(Nc3ccc(N4CCN(C)CC4)cc3OC)ncc2Cl)c1
nt | nt | 0.6 | CC(=O)C(=Cc1ccc(Cl)cc1)C(=O)c1ccccc1
nt | nt | 0.2 | C[C@@H]1CN([C@H](C)CO)C(=O)CCCn2cc(nn2)CO[C@H]1CN(C)C(=O)c1ccccc1
nt | nt | 0.6 | Cc1cc(C)c(C(O)c2ncc(-c3cccc(F)c3)[nH]2)c(C)c1 (stereo unspecified)
nt | nt | 0.9 | CCCN(CCC)Cc1cc(=O)oc2ccccc12
nt | nt | 0.6 | CC(C)NC(=O)C1(C#N)C=C1c1ccccc1 (stereo unspecified)
nt | nt | 2.5 | COc1cccc(-c2ccc3c(c2)N(Cc2cccc(F)c2)C(=O)C(C)S3)c1 (stereo unspecified)
nt | nt | 1.2 | C[C@H]1[C@@H]2C[C@@]3(O[C@H](c4ccc(C(F)(F)F)cc4)N=C3C[C@@H]1c1ccccc1)N(Cc1ccncc1)C2=O
nt | nt | 4.1 | CC(=O)[C@@]1(O)Cc2c(O)c3c(c(O)c2[C@H](O[C@H]2C[C@H](N)[C@H](O)[C@H](C)O2)C1)C(=O)c1ccccc1C3=O
nt | nt | 1.1 | CCOC(=O)[C@]12CCCC=C1N(CCC1=CCCCC1)C(=O)[C@H](CC(=O)N1CCCC1)C2
nt | nt | -1.7 | O=C(O)Cn1cnc2c(NCc3ccccc3)ncnc21
nt | nt | 2.0 | CC(C)C[C@H]1COc2cc(N3CCC[C@H]3CO)ccc2S(=O)(=O)N1
nt | nt | -1.3 | O=c1[nH][nH]c2c1[C@H](c1ccc(Cl)cc1)O[C@H](C1CC1)C2
nt | nt | 1.6 | CN(C)c1ncnc2c1ncn2[C@H]1CN(Cc2cccnc2)C[C@@H](CO)O1
nt | nt | -0.4 | CCCCNC(=O)C1(C)CCN1C(=O)c1cccc(OC(F)(F)F)c1 (stereo unspecified)
nt | nt | 4.1 | COCCN1C(=O)COc2ccccc2C1C(=O)Nc1ccc2c(c1)OCCO2 (stereo unspecified)
nt | nt | 5.8 | COc1ccccc1-c1cnc2c(Nc3cccc(OC(F)(F)C(F)F)c3)nccn12
nt | nt | 1.5 | CCNC(=O)C1(C)CCCN(Cc2csc(-c3ccccc3)n2)C1 (stereo unspecified)
nt | nt | 1.6 | CCc1nc2ccc(C(=O)NCc3ccccc3OC)cn2c1N(CCC(C)C)CCN(C)C
nt | nt | -0.3 | Cc1cccc(C)c1NC(=O)Nc1nc(C(N)c2ccccc2Cl)cs1 (stereo unspecified)
nt | nt | 1.9 | COC(=O)c1cc2c(c3c4cc(F)ccc4n(S(=O)(=O)c4cccc(C)c4)c13)C(=O)N(c1ccc(OC)cc1)C2
nt | nt | 0.6 | Cc1ccccc1C(=O)N(C)[C@H]1C[C@H]2c3[nH]c4c(-c5ccccc5)cccc4c3CCN2C(=O)[C@H]1[C@H](C)O
nt | nt | 1.2 | COC(=O)[C@]12C[C@H](CC(=O)NCC34CC5CC(CC(C5)C3)C4)C(=O)N(Cc3ccc4c(c3)OCO4)C1=C[C@H](COCc1ccccc1)O[C@@H]2C
nt | nt | 4.1 | COc1ccc(Cl)cc1N1C(=O)/C(=C/c2sccc2C)N=C1SCC(=O)NC1CC1
nt | nt | 3.5 | CCNC(=S)Nc1ccc2c(c1)c(=O)n(C)n2-c1ccc(C(C)(C)C)cc1
nt | nt | 2.4 | Cc1cccc(N2CCN(C(C(=O)NCc3ccccc3)c3ccc(F)cc3)CC2)c1C (stereo unspecified)
nt | nt | 2.5 | O=C(NCCN1CCC(n2c(=O)[nH]c3ccccc32)CC1)c1ccc(Cl)c(Cl)c1
nt | nt | 2.5 | COc1cccc(CNC(=O)[C@@H]2CCCN2C(=O)[C@H]2CCCCN2C(=O)c2ccccc2C)c1
nt | nt | 0.8 | CC(=O)NCCCNC(=S)NCCCN(Cc1ccc(Cl)cc1)c1ccc(Br)cn1
nt | nt | -0.9 | OC(c1ccc(F)c(F)c1)c1nc(-c2cccc3cccnc23)cs1 (stereo unspecified)
nt | nt | 0.8 | CCOC(=O)[C@]12CCC=C1N(Cc1ccccc1)C(=O)[C@H](CC(=O)N1CCCCC1)C2
nt | nt | -0.4 | CCCCn1nnnc1C(c1ccccc1)N1CCN(c2ncc(C(F)(F)F)cc2Cl)CC1 (stereo unspecified)
nt | nt | 4.2 | CCCNC(=O)C1(C)CCCN(C(=O)c2cccc(OC(F)(F)F)c2)C1 (stereo unspecified)
nt | nt | 3.3 | Cc1cc(F)ccc1-c1cc(C(=O)NC2CCCCC2)[nH]n1
nt | nt | 1.3 | O=C(NC1CCCC1)C(c1ccccc1)n1c(-c2ccc3c(c2)CCO3)nc2ccccc21 (stereo unspecified)
nt | nt | -0.5 | CC(=O)Nc1cccc(-c2cc(NC(C)=O)c3ncc(-c4ccc(F)cc4)n3c2)c1
nt | nt | 2.1 | O=C(C[C@@H]1CC[C@H](NC(=O)Cc2ccccn2)[C@@H](CO)O1)NCCc1ccccc1
nt | nt | -0.4 | CC1(C(=O)NCc2cccnc2)CCN1C(=O)c1cccc(F)c1 (stereo unspecified)
nt | nt | 0.2 | CCCS(=O)(=O)NC(=O)C1(C)CCCN(C(=O)Cc2ccc3ccccc3c2)C1 (stereo unspecified)
nt | nt | 1.5 | CCOC(=O)C1CCCN(C(=O)c2ccc3ccccc3c2)CC1 (stereo unspecified)

(next part)
Mot1-301 SUMO | Tat transport | phage Ecoli inh | Molecule
nt | nt | 1.5 | CC(=O)OC[C@@H]1CN(Cc2ccccc2)C[C@H](n2cnc3c(NC4CCCC4)ncnc32)O1
nt | nt | 4.3 | CC(C)C(C(=O)NCc1ccccc1)N1CCN(CCN2CCOCC2)CC1 (stereo unspecified)
nt | nt | 4.3 | COc1ccc(N2c3ccccc3CN(Cc3ccccc3)[C@@H](C)[C@H]2Cc2c(C)cccc2C)cc1
nt | nt | 1.6 | C[C@@H]1ON(C)[C@H]2C[C@H]3c4[nH]c5c(-c6ccc7c(c6)OCO7)cccc5c4CCN3C(=O)[C@@H]12

Screens (PubChem BioAssay)

Not all compounds are listed; the hit share may differ from the screen's.
